HTRA1 inhibitor = HTRA1 (human) protease inhibition; inhibition, % at 5.96 µM; recombinant HTRA1, FP-rhodamine activity-based probe, fluorescence polarization; hit rate 0.5% among 340,000; AID 504803; in the data active = inhibition above about 36%;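 note: 0% = enzyme with DMSO and 100% = wells lacking enzyme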
TDP2 inh = blocks human TDP2 phosphodiesterase activity; recombinant TDP2, T5PNP hydrolysis, p-nitrophenol absorbance 415 nm; inhibition, % at 12.8 µM; hit rate 0.34% among 370,000;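 active = inhibition above the mean of all tested compounds plus 3 SD, set per campaign, cut at about 25% in these data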;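 note: 0% = DMSO with enzyme and 100% = buffer with substrate but no TDP2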
Target sequence (O95551 whole entry, looked up): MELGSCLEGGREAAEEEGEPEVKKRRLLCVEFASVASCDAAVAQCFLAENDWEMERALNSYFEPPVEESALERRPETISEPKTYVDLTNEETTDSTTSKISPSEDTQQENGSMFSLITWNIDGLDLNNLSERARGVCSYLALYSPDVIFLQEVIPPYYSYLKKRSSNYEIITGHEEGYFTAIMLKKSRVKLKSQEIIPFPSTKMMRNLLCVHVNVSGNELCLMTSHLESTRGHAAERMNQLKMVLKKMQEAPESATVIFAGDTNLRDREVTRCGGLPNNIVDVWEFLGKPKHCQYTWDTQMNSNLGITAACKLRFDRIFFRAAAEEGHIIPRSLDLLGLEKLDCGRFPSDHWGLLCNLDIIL
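test system = human TDP2 enzyme | input = TDP2 enzyme at 120 nM final | medium = 50 mM Tris-HCl pH 7.5 with Mg2+, KCl, DTT, BSA | also added = T5PNP substrate, 5 mM | times = 2 h at 37 °C | technique = epi absorbance | benchmarks = high control without enzyme, low control DMSO plus TDP2 | replication = each compound tested once, singlicate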
UHRF1 MBD2 ctr = blocks human UHRF1 binding to methylated DNA; Q96T88; UHRF1 binding to methylated oligo, TR-FRET; inhibition, % at 4.4 µM; hit rate 0.75% among 370,000; in the data active = inhibition above about 21%;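 note: UHRF1 SRA domain binding a hemimethylated CpG hairpin DNA probe; 0% = median of test compound wells and 100% = reference inhibitor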
LEDGF integ inh = blocks HIV-1 LEDGF/p75-dependent DNA integration; inhibition, % at 3.7 µM; hit rate 0.64% among 370,000; TR-FRET IN-LEDGF/p75 DNA integration, Eu/Cy5; AID 743269;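 active = inhibition above the screen-wide mean plus 3 SD, cut at about 13% in these data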;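 note: signal is the Cy5 over europium emission ratio at 671 and 618 nm; 0% = plate median of compound wells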
SIAE inh = inhibitors of human sialic acid acetylesterase SIAE; SIAE FP-Rh probe binding, fluorescence polarization; AID 1053197; inhibition, % at 9.66 µM; hit rate 0.69% among 370,000;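 active = inhibition above a cutoff: mean of compounds within the control limits plus 3 SD of those, cut at about 17% in these data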;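 note: 0% = plate median of compound wells and 100% = probe without SIAE protein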
Tn7 DDE FP = inhibitors of Tn7 peptide binding to human fibrin DD(E). FP displacement of FITC-Tn7 peptide from fibrin DD(E); 0% = median of compound wells per plate. inhibition, % at 8.3 µM. hit rate 0.13% among 370,000;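 active = inhibition above the mean of compounds falling within the control limits plus 3 SD of them, cut at about 14% in these data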;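 note: 0% = plate median of compound wells and 100% = 10 µM Aha-Tn7 peptide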
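assay system = human clot-derived fibrin DD(E) complex | quantity = Fibrin-DD(E) at 2 µM final | timing = 10 min preincubation, 3 h with tracer, room temperature | signal = fluorescence polarization | measure = percent inhibition | benchmarks = high control wells with 10 µM unlabelled Aha-Tn7 peptide (full inhibition) | replicates = singlicate testing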
TCR-CD3 inh = inhibitors of human TCR-CD3 interaction; TAMRA-labeled TCR probe fluorescence, biochemical; inhibition, % at 9.4 µM; hit rate 0.37% among 360,000; AID 651800; in the data active = inhibition above about 19%;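 note: recombinant mutant TCR 2C K166C tagged with TAMRA read by polarization; 0% = receptor in buffer alone and 100% = receptor with positive control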
PRMT1 inh = inhibitors of human PRMT1; Q99873; recombinant PRMT1, activity-based probe fluorescence polarization; inhibition, % at 2.79 µM; hit rate 1.3% among 370,000; AID 652257;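 active = inhibition above about 21% made by adding two undisclosed values, limit read from the data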
Target sequence (Q99873 whole entry, looked up): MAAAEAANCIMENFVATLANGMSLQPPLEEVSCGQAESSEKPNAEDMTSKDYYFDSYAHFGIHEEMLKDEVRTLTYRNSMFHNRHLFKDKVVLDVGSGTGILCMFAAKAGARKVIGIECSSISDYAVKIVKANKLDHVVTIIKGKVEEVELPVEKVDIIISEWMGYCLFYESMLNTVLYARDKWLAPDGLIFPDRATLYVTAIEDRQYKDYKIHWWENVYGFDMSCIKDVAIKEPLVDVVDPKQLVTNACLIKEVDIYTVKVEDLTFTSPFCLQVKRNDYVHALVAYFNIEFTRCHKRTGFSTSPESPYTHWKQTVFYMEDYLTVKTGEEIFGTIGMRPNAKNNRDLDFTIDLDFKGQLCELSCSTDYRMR
mABHD4 FP = inhibitors of mouse ABHD4; Q8VD66; purified mABHD4, FP-Rh probe fluorescence polarization; inhibition, % at 8.92 µM; hit rate 0.54% among 370,000; AID 720543;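 active = inhibition exceeding the mean over every tested compound plus 3 SD, cut at about 30% in these data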;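 note: 0% = plate median of compound wells and 100% = S159A mutant with DMSO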
Target sequence (Q8VD66 whole entry, looked up): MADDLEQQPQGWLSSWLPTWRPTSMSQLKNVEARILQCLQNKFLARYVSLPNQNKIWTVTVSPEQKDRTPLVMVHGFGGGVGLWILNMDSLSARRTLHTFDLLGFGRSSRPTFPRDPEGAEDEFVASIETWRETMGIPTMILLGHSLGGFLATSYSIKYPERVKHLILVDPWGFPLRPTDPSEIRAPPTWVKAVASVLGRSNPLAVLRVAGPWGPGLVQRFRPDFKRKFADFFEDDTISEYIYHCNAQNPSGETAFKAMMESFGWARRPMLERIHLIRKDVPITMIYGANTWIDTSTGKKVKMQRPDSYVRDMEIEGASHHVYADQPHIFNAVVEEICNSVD
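Material: mouse ABHD4 enzyme, wild type; Benchmarks: S159A mutant high control, sample median low control; Buffer or medium: HEPES pH 7.0, NaCl, Pluronic buffer; Signal: fluorescence polarization; Read-out: percent inhibition of probe binding, normalized to plate controls; Timing: pre-incubation 45 min, probe exposure 60 min, at 25 °C; Dosing: 8.92 µM, single dose.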
PG9 Ab binder = PG9 antibody binding by small molecule; TR-FRET gp120-PG9 antibody binding; inhibition, % at 6.7 µM; hit rate 0.43% among 360,000; in the data active = inhibition above about 8.5%
* marks the source's active call; other numbers are inactive results; x = no result given; & = joins results of further samples.

Structure	HTRA1 inhibitor	TDP2 inh	UHRF1 MBD2 ctr	LEDGF integ inh	SIAE inh	Tn7 DDE FP	TCR-CD3 inh	PRMT1 inh	mABHD4 FP	PG9 Ab binder
CCN(CC)C(=O)N1c2ccccc2Sc2ccccc21	-1.9	-12.3	3.2	2.4	18.4*	-6.4	2.2	-2.6	6.8	-3.3
COc1ccc(Cn2c(=O)oc3ccc(C)cc32)cc1	1.4	4.1	-0.2	-0.4	-3.9	2.7	-1.4	0.7	-0.7	0.7
COc1ccc(/C=N/Nc2cc(C)nc3c(C)cccc23)cc1	-22.3	1.9	-12.7	0.9	-4.2	-12.3	-3.6	-5.4	9.1	-3.5
Cc1ccccc1C(=O)NC(=S)NCCc1ccccc1	-10.4	-11.5	-0.2	-0.2	-4.2	-7.0	4.5	-1.4	-5.9	-2.8
O=C(/C(=N\Nc1ccc([N+](=O)[O-])cc1)Sc1nnnn1-c1ccccc1)c1ccccc1	-6.1	9.2	-2.2	-3.9	9.4	0.2	-5.0	4.5	5.1	0.6
Cc1ccc(C(=O)N2CCC(Oc3cccnc3)CC2)c(C)c1	x	2.6	-1.0	4.9	-0.2	-0.1	x	3.2	4.5	x
N#Cc1c(NC(=S)NC(=O)c2ccccc2)sc2c1CCC2	-4.0	8.3	-2.3	-0.2	8.6	7.1	3.2	11.1	-3.5	2.8
O=c1c(S(=O)(=O)c2ccc(Cl)cc2)cn(Cc2ccccc2F)c2ccc(F)cc12	-4.5	6.0	-2.2	0.1	-13.1	2.5	-4.6	-2.6	5.4	1.3
Cc1ccc(SCc2cc(-c3ccc(Cl)cc3)on2)cc1	-0.6	7.8	0.0	-0.4	0.5	-0.8	0.5	-3.4	0.3	1.0
COc1ccc(N(CC(=O)Nc2ccccc2C(=O)N2CCOCC2)S(=O)(=O)c2ccc(F)cc2)cc1	3.9	-7.4	-0.6	-0.3	1.4	3.2	5.5	-1.3	-1.1	-1.3
O=c1c2ccccc2nc(SCc2cccc(F)c2)n1C1CCCC1	1.3	-10.7	8.1	-0.3	-8.5	-2.9	-4.7	3.9	6.5	-1.3
O=C(COC(=O)Cc1ccc(S(=O)(=O)N2CCOCC2)s1)Nc1ccc([N+](=O)[O-])cc1	-4.7	-7.4	4.2	2.0	-2.3	-15.2	-5.1	0.6	2.0	-2.4

Reprinted from the part before: two entries, then new ones.
Structure	HTRA1 inhibitor	TDP2 inh	UHRF1 MBD2 ctr	LEDGF integ inh	SIAE inh	Tn7 DDE FP	TCR-CD3 inh	PRMT1 inh	mABHD4 FP	PG9 Ab binder
O=c1c2ccccc2nc(SCc2cccc(F)c2)n1C1CCCC1	1.3	-10.7	8.1	-0.3	-8.5	-2.9	-4.7	3.9	6.5	-1.3
O=C(COC(=O)Cc1ccc(S(=O)(=O)N2CCOCC2)s1)Nc1ccc([N+](=O)[O-])cc1	-4.7	-7.4	4.2	2.0	-2.3	-15.2	-5.1	0.6	2.0	-2.4
O=C(COC(=O)c1ccccc1Nc1ccc(SC(F)F)cc1)NCc1ccco1	-0.6	4.8	-1.4	1.9	-2.7	-4.7	-2.3	-3.1	-13.2	0.0
Cc1cc2ccccn2c1C(=O)c1ccc(NN)c([N+](=O)[O-])c1	-0.8	-12.4	-0.5	1.8	8.1	0.8	-2.5	13.7	33.4*	-1.2
CCOc1ccc(NC(=O)CN(C2CCCCC2)S(C)(=O)=O)cc1	0.2	13.3	-1.4	-2.0	-9.8	4.2	4.1	-2.6	0.4	-2.5
Clc1ccccc1CSc1nnc(-c2ccco2)c(-c2ccco2)n1	49.6*	9.0	1.8	6.5	7.3	2.3	13.9	45.8*	38.9*	-3.4
CCc1ccccc1NC(=O)c1nnn(CC(=O)Nc2cccc(C)c2C)c1N	-10.1	6.7	12.0	2.0	4.3	-6.7	-0.1	4.0	4.5	41.4*
Nc1ccc2nc(CCCCCCCCc3nc4ccc(N)cc4[nH]3)[nH]c2c1	3.6	-13.5	1.9	0.8	8.0	-5.8	-10.9	3.2	15.7	-1.6
CCC1CCCCN1S(=O)(=O)c1ccc(S(=O)(=O)N2CCN(S(=O)(=O)CC)CC2)cc1 (centres undefined)	-0.8	-1.7	-3.2	-1.4	-0.2	-0.4	0.8	-2.9	9.8	1.3
COc1cccc(/C=C(\C)C(=O)c2c(C)cc(C)[nH]c2=O)c1OC	7.6	0.1	-1.4	-1.4	1.0	-10.5	-3.3	-2.8	-0.3	-3.1
Cc1cc(Oc2cccnc2)ccc1NC(=O)CCc1c[nH]c2ccccc12	x	-2.5	1.3	-1.4	9.7	3.6	-5.3	3.5	7.5	-0.7
O=C(Cn1ncnn1)OCc1ccccc1Cl	-5.1	3.2	-0.9	1.3	11.9	-4.5	-1.8	-1.3	-4.5	0.9
O=C(CSc1nc(O)cc(=O)[nH]1)N1c2ccccc2Sc2ccccc21	x	9.2	-4.1	-0.8	-1.1	3.8	-5.3	13.4	13.3	-0.2
CCCC/C=C/C(NC(=O)c1ccc(-c2ccccc2)cc1)c1ccccc1 (centres undefined)	-29.8	-4.4	2.5	-0.1	-9.6	2.8	-2.7	-1.8	-3.4	0.7
COc1ccc(NC(=O)C(NC(=O)CNC(C)=O)c2ccc(C)cc2)cc1 (centres undefined)	-4.2	0.1	0.1	-2.4	4.1	4.9	-2.0	0.7	-1.7	-1.8
CN(C)S(=O)(=O)c1ccc(S(=O)(=O)Nc2ccc3c(c2)oc2ccccc23)cc1	-39.9	-10.1	5.2	-0.2	9.5	-7.8	-6.2	2.4	-53.8	-0.1
COc1ccccc1C1C(C(=O)c2ccco2)=C(O)C(=O)N1c1cc(C)on1 (centres undefined)	-1.5	9.9	-2.7	0.3	3.2	-9.0	-2.7	7.0	6.1	1.0
CCOC(=O)[C@@]12CCCC=C1N(CCc1ccc(Cl)cc1)C(=O)[C@H]2CC(=O)NCC1CCCCC1	x	0.5	-0.9	-0.8	-5.7	3.5	x	5.2	8.9	x
CSc1ccc(/C=N/Nc2nc(C)cc(=O)[nH]2)cc1	-1.6	-1.0	-3.4	-2.2	-1.5	-2.7	1.7	2.4	2.9	-0.1
Cc1ccc(NC(=O)COc2cccc3c2OC(C)(C)C3)c(O)c1	-3.3	-2.3	-2.8	-4.3	-2.2	5.2	-2.9	3.0	-17.4	-2.2
COc1ccc(C(=O)N/C(=C\c2cccs2)c2nc3ccccc3[nH]2)cc1OC	1.2	-2.4	-4.8	0.1	-2.8	4.8	1.6	-0.3	-1.7	-14.4
Cc1cccc(C)c1NC(=O)CNC(=O)CCCN1C(=O)c2cccc3cccc(c23)C1=O	1.9	5.1	-2.6	-3.1	-1.0	1.7	4.2	0.3	-0.2	-0.6
COc1ccc(Cc2c(O)nc(SCC(=O)NC34CC5CC(CC(C5)C3)C4)[nH]c2=O)cc1	-8.1&-0.9	-4.7&7.1	-2.9&-0.5	0.8&-1.8	-5.1&-0.7	-8.6&1.7	-3.4&-4.6	7.3&10.6	3.6&10.5	-3.5&0.0
COc1cc(OC)cc(C(=O)NCC(=O)Nc2ccc(-c3ccccc3)cc2)c1	-69.2	-3.7	0.2	1.9	-32.0	2.4	5.7	0.3	-19.1	-0.2
CC(C)C1OC2(C)OC(=N)C1(C#N)C(C#N)(C#N)C2c1ccccc1 (centres undefined)	6.6	-9.8	3.7	-0.4	22.4*	9.3	18.0	25.4*	34.7*	0.5
Cc1cc(NC(=O)c2cccc(S(=O)(=O)N3c4ccccc4CC3C)c2)no1 (centres undefined)	-33.7	-4.9	0.7	-3.9	-2.8	0.9	-3.9	4.7	-5.0	0.0
CN1c2ccccc2SC2C(c3ccccc3)=NOC21 (centres undefined)	x	4.2	-0.7	0.6	-2.2	2.7	0.3	-8.6	-0.5	-1.4
O=C(CN(CC1CCCO1)C(=O)Cn1nnc(-c2ccc(F)cc2)n1)NC1CCCCC1 (centres undefined)	-1.3	-5.2	-4.5	2.1	4.7	-5.5	7.2	-1.3	3.4	-0.1
O=C(NCCc1ccccc1)C(=O)NCC1OCCCN1S(=O)(=O)c1cc(F)ccc1F (centres undefined)	-1.0	-2.3	-0.1	0.5	1.8	7.2	7.7	-2.5	-1.2	-0.5
CC(CCc1ccccc1)NC(=O)CN1C(=O)NC2(CCCCC2)C1=O (centres undefined)	-11.0	-7.9	1.5	-1.2	-5.5	4.0	-0.8	4.5	-5.9	2.2
O=P(c1ccccc1)(c1ccccc1)c1nc(-c2ccccc2)oc1N1CCOCC1	-1.5	14.4	-0.3	-4.4	-1.9	-0.5	-1.0	0.1	0.6	1.6
CCOC(=O)CC1COCCN1C(=O)CCc1nnc(-c2ccsc2)o1 (centres undefined)	7.0	0.2	-1.7	-4.3	-0.8	1.9	6.6	0.1	8.3	-0.3
COc1ccc(C(=O)CN2C(=O)NC3(CCCCCC3)C2=O)c(OC)c1	1.6	15.0	0.0	-1.6	-1.0	-3.2	2.0	2.9	0.1	-0.9
CS(=O)(=O)c1ccc(Nc2nc(C(N)Cc3ccc(Cl)cc3)cs2)cc1 (centres undefined)	x	-7.9	0.8	3.6	2.9	-2.3	-0.3	5.3	-2.8	-0.8
COc1ccc(C(C)(C)C)cc1NC(=O)c1ccc2ncsc2c1	-39.7	-9.7	-0.6	0.6	-11.6	3.2	10.4	2.4	-11.8	1.0
O=C1NC(Cc2ccc(O)cc2)c2nc3ccc(F)cc3c(=O)n2-c2cc(Cl)ccc21 (centres undefined)	-6.7	-3.5	-0.5	1.5	-4.8	-6.0	9.4	2.0	-9.3	-0.5
CCCc1nnc(NC(=O)CCC(=O)N2CCN(Cc3ccccc3)CC2)s1	0.4	9.6	-1.5	-0.4	7.8	-4.5	3.9	-1.7	5.0	0.0
CCCC(C)NC(=O)c1ccccc1SC (centres undefined)	-1.1	-11.5	-1.2	-2.7	-1.7	2.4	4.3	-0.1	4.3	-1.3
CCOC(=O)/C=C(\C)Sc1cc(=O)oc2ccccc12	1.2	5.0	-0.9	-0.2	5.8	7.2	6.1	-0.4	-2.1	0.1
Cc1cc(C)nc(NC(=S)N2CCN(c3ncc(C(F)(F)F)cc3Cl)CC2)c1	x	0.0	0.0	1.6	-1.0	-4.5	x	12.2	25.6	x
O=C(NNC(=O)c1ccccc1Cl)c1csc(N2CCOCC2)n1	4.0	19.4	0.1	2.0	-0.7	-9.0	7.5	0.7	0.9	-0.5
Cc1cc(OCC(=O)Nc2ccccc2F)nc(C(C)C)n1	0.9	-5.1	3.5	0.5	-0.2	-1.6	1.6	1.0	-8.8	4.0
Nc1c(S(=O)(=O)c2cccc(Cl)c2)c2nc3ccccc3nc2n1CCN1CCOCC1	-8.2	-6.8	-0.7	-3.4	-2.5	3.5	1.9	-2.4	-0.4	11.1*
